Nrf2 block – inhibitors of Nrf2 signaling | Potency, µM (highest dose often 46 µM), inactives show at the top dose activity change, negative = inhibition, actives largely listed as inhibitors | AID 504444 | A549 ARE-Fluc reporter, luciferase luminescence, 18-24 h | 360,000 tested, 2.1% active; note: potency is the fitted concentration of half-maximal effect; % is set by controls: 0 for no effect and ±100 for the full control effect; nearly all actives have a fitted effect of over 60% in size
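A549 ARE_Fluc cells, 5000/well, 5% FBS OPTI-MEM; compounds in dose-response, 18-24 h at 37 °C/5% CO2; CellTiter-Fluor viability read (Ex 405/Em 525), then BugLite luciferase luminescence = Nrf2 activity.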
EPAC2 ag – EPAC2 (human) agonism; 360,000 tested, 0.079% active; EPAC2 activation, biochemical qHTS; response scale: 100% = 6.5 mM cAMP response; Q8WZA2; AID 720711; Potency, µM (highest dose often 154 µM), without a hit: at the top dose activation, hits mostly activators; note: potency is the fitted concentration of half-maximal effect; nearly all actives have a fitted effect of over 50% in size
Target sequence (Q8WZA2 whole entry, looked up): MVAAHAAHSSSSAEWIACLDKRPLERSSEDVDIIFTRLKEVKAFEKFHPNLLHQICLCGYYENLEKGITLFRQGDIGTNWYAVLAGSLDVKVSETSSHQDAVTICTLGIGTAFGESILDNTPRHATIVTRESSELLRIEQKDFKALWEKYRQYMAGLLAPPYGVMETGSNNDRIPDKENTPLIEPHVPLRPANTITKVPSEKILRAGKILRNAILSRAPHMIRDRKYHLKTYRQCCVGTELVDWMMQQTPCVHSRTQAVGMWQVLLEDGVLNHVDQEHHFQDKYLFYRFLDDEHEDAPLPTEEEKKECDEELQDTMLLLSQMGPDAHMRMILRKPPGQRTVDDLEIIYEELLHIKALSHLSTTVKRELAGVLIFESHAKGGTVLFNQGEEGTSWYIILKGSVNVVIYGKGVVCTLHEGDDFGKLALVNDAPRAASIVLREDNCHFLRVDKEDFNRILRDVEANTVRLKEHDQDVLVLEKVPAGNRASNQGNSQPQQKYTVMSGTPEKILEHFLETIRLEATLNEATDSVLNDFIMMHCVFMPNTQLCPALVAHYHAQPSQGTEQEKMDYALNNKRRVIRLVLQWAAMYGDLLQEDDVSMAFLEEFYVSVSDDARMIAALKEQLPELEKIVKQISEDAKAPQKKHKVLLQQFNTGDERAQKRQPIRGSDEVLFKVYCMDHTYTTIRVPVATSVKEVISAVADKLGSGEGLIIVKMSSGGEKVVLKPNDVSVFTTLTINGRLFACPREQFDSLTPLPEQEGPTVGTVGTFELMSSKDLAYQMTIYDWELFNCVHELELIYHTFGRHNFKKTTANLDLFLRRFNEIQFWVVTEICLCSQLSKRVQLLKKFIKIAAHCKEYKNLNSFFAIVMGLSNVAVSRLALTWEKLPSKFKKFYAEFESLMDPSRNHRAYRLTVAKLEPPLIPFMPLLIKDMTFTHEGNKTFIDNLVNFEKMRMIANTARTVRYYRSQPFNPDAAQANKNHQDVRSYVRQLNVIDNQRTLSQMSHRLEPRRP
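Each well held 100 nM EPAC2, 250 nM RAP1B-BODIPY-GDP and 50 uM GDP. Fluorescence, read at 5-min intervals to 30 min, was referenced to a 6.5 mM cAMP positive control.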
pAkt inh – blocks phosphorylation of Akt; Neuro2A IGF-stimulated pAkt S473 HTRF, 20 min; active compounds read low; activity change, % for hits at 50 µM; 360,000 tested, 0.32% active; AID 651550; in the data active = activity change below about -80%; inconclusive = mostly about -51% to -80%; note: % is set by controls: 0 for no effect and ±100 for the full control effect
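Neuro2A cells (4,500/well, DMEM with 0.5% FBS) were treated with compound at a single 50 µM final concentration, stimulated with 6 nM IGF for 20 min at 37 °C, and lysed. Phospho-Akt Ser473 was read by HTRF as 665/615 ratio ×10^4.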
CCT chaperon mod – cytosolic chaperonin activity modulation | 360,000 tested, 0.3% active | purified chaperonin ATPase assay, HTRF ADP detection, 30 min | AID 651819 | activity change, % (test concentration not listed), hits read low; in the data active = activity change below about -30%; note: % is set by controls: 0 for no effect and ±100 for the full control effect
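Nucleotide hydrolysis assay: TRiC at 20–40 nM final (set by batch activity) with 10 uM ATP, 30 min at 37 °C, in presence of 76 uM compound. Detection by competitive ADP HTRF, 30 min ambient.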
Mm-Cpn inhibitor – blocks the Methanococcus maripaludis chaperonin Mm-Cpn; Potency, µM (top dose mostly 76.9 µM), without a hit: at the highest dose activity, negative = inhibition, actives largely listed as inhibitors; AID 504842; purified Mm-Cpn ATPase, ADP Transcreener TR-FRET; 330,000 tested, 0.031% active; note: potency is the fitted concentration of half-maximal effect; % is set by controls: 0 for no effect and ±100 for the full control effect; nearly all actives have a fitted effect of over 80% in size
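Compound-treated chaperonin, 25 nM final, turns over 10 uM ATP at 37°C for 30 min following a 10 min preincubation; ADP generated competes with ADP-d2 for Eu-cryptate antibody, lowering FRET.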
TGFb inhibitor – inhibitors of TGF-b signaling | HepG2 CAGA-GFP TGF-b/SMAD3 reporter, GFP fluorescence, 18 h; TGF-beta stimulated, 500 pg/mL final | Potency, µM (highest dose often 46.1 µM), for inactives: top-dose activity, negative = inhibition, hits mostly inhibitors | 410,000 tested, 1.2% active | AID 588855; note: potency is the fitted concentration of half-maximal effect; % is set by controls: 0 for no effect and ±100 for the full control effect; nearly all actives have a fitted effect of over 65% in size
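First, reporter cells (HEPG2 CAGA-GFP) rested 2 h at 37 degrees C. Next, compounds were pinned in and TGF-beta added to 500 pg/mL final. After 18 h, GFP was imaged per cell and summed per well.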
A549 viability – A549 cytotoxicity, counter-screen for Nrf2 inhibitors; AID 504648; A549 ARE-Fluc cells, CellTiter-Fluor viability, 18-24 h; Potency, µM (titrated, usually from 46 µM), for inactives: top-dose activity change, negative = cytotoxicity, usual class: inhibitors; 390,000 tested, 0.16% active; note: potency is the fitted concentration of half-maximal effect; % is set by controls: 0 for no effect and ±100 for the full control effect
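Cytotoxicity counterscreen: CellTiter-Fluor fluorescence was measured in A549 ARE_Fluc cells after 18-24 h of compound exposure in a concentration series. The subsequent BugLite luminescent read reports ARE-luciferase activity.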
Nrf2 ARE act – activators of Nrf2 (ARE) signaling. AREc32 ARE-luciferase reporter (MCF7-derived line), luminescence, 24 h. Potency, µM (doses to about 46.1 µM), for inactives: at the top dose activation, most hits filed as activators. 410,000 tested, 0.31% active. AID 624171; note: potency is the fitted concentration of half-maximal effect; % of control where 0% means no effect; nearly all actives have a fitted effect of over 65% in size
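AREc32 cells carrying an ARE-driven firefly luciferase reporter were seeded at 1000 cells/well in OPTI-MEM with 5% FBS, then exposed to compound for 24 hr at 37 deg C. Luminescence was read with Steady-Glo after 30 min at RT.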
EPAC2 antagonist – blocks human EPAC2 exchange factor; Potency, µM (titrated, usually from 114 µM), without a hit: top-dose activity, negative = inhibition, hits mostly inhibitors; Q8WZA2; 360,000 tested, 0.18% active; EPAC2 GEF exchange of Rap1B-BODIPY-GDP, fluorescence; AID 720708; note: potency is the fitted concentration of half-maximal effect; % is set by controls: 0 for no effect and ±100 for the full control effect; nearly all actives have a fitted effect of over 45% in size; many of its hits are not listed in these tables
The depositor's hits bear a star; i = inactive; ? = inconclusive; . = no result given; & = joins results of further samples; [ ] = another dose, or the depositor's remark. Unless noted, calls come from the whole dose curve; as a rule, active = well fitted curve in the direction sought with a large enough effect; inconclusive = small, poorly fitted or top-dose-only effect, or another doubt; inactive = no such curve, though single readings can be large; an effect the other way counts as inactive or inconclusive.

Each structure is followed by: Nrf2 block, EPAC2 ag, pAkt inh, CCT chaperon mod, Mm-Cpn inhibitor, TGFb inhibitor, A549 viability, Nrf2 ARE act, EPAC2 antagonist
> CC(C)(C)N(Cc1ccccc1)C(=O)COC(=O)/C=C/c1ccc2c(c1)OCO2
  7%, 0%, i, 2.4, -1%, 10%, 0%, -0.1%, 0%
> CCn1c(C)c(C)c2cc(C(=O)NCCCN3CCCCC3)ccc21
  ?, -1%, i, 0.3, 1%, -1%&0%, 13%&11%, -0.7%&-0.2%, 4%
> C/C(=N\NC(=O)c1ccccc1)c1ccc(C)c([N+](=O)[O-])c1
  ?, 5%, i, -2.5, 0%, -2%, -2%, -0.2%, 5%
> COc1ccc(CC(=O)Nc2cccc(C(C)=O)c2)cc1S(=O)(=O)N1CCOCC1
  9%, 2%, i, -1.2, -1%, -1%, -1%, 2.0%, -11%
> Cc1cc(-n2cnc(-c3cn[nH]c3C)n2)no1
  9%, -7%, i, 1.5, 2%, 11%, 5%, 0.7%, 8%
> COc1cccc(C(=O)/C=C/c2ccc(SC)cc2)c1
  ., 4%, i, -0.6, -4%, -26%, -3%, ?, 5%
> CC(=O)Oc1ccc2nc(/C=C/c3ccccc3)oc(=O)c2c1
  -14%, -10%, i, 0.1, 4%, 23%, -4%, 0.2%[9.22 µM], -10%
> CC1(c2nnnn2-c2ccc3c(c2)OCCO3)CCC(=O)N1CCOc1ccccc1 (stereo not drawn)
  ., 15%, i, -2.4, ., ., ., 0.4%, 4%
> Cc1ccc(-n2nc(C(=O)O)c3ccccc3c2=O)cc1C
  -3%, 0%, i, 2.3, 1%, ?, -6%, 1.0%, -2%
> COc1cccc(-c2cc3nc(C)cc(N4CCN(C(=O)c5ccoc5)CC4)n3n2)c1
  ., 9%, i, 0.7, ., -9%, ., -1.5%, -20%
> O=C(c1ccccc1)C(CN1CCCCC1)c1ccccc1 (stereo not drawn)
  ?, 11%, i, -3.9, ., ?, 0%, ?, -9%
> Cc1nc(CC(=O)c2ccc(O)c(C)c2O)cs1
  -4%, -6%, i, 2.1, -4%, 0%, -5%, 0.6%, 2%
> CC(C)(C)CC(C)(C)N=C1Nc2cc(Cl)c(Cl)cc2NC12C[C@H]1CCC(=O)N3CC[C@@H](C2)[C@@H]13 (stereo partly drawn)
  ?, -8%, i, 0.8, ., 11µM*, ?, 6.5%, -14%
> CC1(C)CN(c2ccsc2C(=O)O)C1=O
  -3%, 4%, i, 0.7, 1%, 4%, 2%, 0.2%, 11%
> CCc1ccc(C(O)c2ncc(-c3cccc(F)c3)[nH]2)cc1 (stereo not drawn)
  ., 11%, i, 2.0, ., -6%, ., 2.4%, -7%
> CN(Cc1ccccc1)CC(O)COc1ccc(CNCCOc2cccnc2)cc1 (stereo not drawn)
  5%, -3%, i, -2.0, -1%, 1%, -10%, -0.6%, 6%
> COc1cccc(CN2C(=O)c3ccccc3Sc3ccc(C(=O)NCCc4ccc(Cl)cc4)cc32)c1
  ?, ., ., ., ., -9%, 0%, 4.0%, .
> CCN(CC)C(=O)C1CCCN(c2ccc([N+](=O)[O-])cc2/C=N/NC(=O)c2cccc([N+](=O)[O-])c2)C1 (stereo not drawn)
  -23%, -10%, i, 0.4, 0%, 3%, -9%, 0.7%, 10%
> CCC1(O)CCCC2C3CCC4CC(=O)CCC4(C)C3C(=O)CC21C (stereo not drawn)
  5%, 6%, i, -1.8, ., -7%, 10%, 2.1%, 0%
> COCCN(CCOC)CC(O)COC(c1ccccc1)c1ccccc1 (stereo not drawn)
  -9%, 26%, i, -4.8, 1%, 6%, -3%, 0.2%, 5%
> CCOc1ccc(C(C)C)cc1S(=O)(=O)n1nc(C)cc1C
  ., 5%, i, -1.6, 0%, -1%, -5%, -0.3%, 6%
> CCNc1ccccc1CP(=O)(c1ccccc1)c1ccccc1O (stereo not drawn)
  -5%, 7%, i, 0.0, -2%, 1%, 2%, -0.1%, 2%
> CCn1nc(C(=O)Nc2ccc(C)c(C)c2)c(Cl)c1Cl
  0%, 1%, i, -1.0, ?, -6%, 4%, 2.8%, -7%
> CC1(C)OC2COC(c3[nH]nc4c(=O)[nH]c(=O)[nH]c34)C2O1 (stereo not drawn)
  ., 8%, i, 1.5, ., -13%, ., -0.7%, 7%
> Cc1ccc2sc(C)[n+](CCC(C)S(=O)(=O)[O-])c2c1 (stereo not drawn)
  -6%, -5%, i, 2.7, 1%, 8%, 0%, 0.8%, 4%
> CC(CCc1ccccc1)NC(=O)CCNC(=O)c1ccccc1Cl (stereo not drawn)
  0%, 0%, i, 1.6, -3%, 0%, 10%, -0.8%, 5%
> CCC(C)NC(=O)C1CC(c2ccc(OC)cc2)=NO1 (stereo not drawn)
  ?, -2%, i, 0.3, 2%, 7%, -12%, 0.6%, 0%
> N#Cc1c(-c2ccccc2)cc(-c2ccccc2)nc1SCC(=O)Nc1ccc(Cl)cc1
  -15%, ., ., ., ., 183%[activator], 13%, -0.2%, .
> CCc1ccc(NC(=O)N2c3ccccc3Sc3ccccc32)cc1
  5%, ., ., ., ., -17%, 14%, 6.0%, .
> O=C(CN1C(=O)NC2(CCCCCCC2)C1=O)Nc1c(Cl)cccc1Cl
  4%, 9%, i, -2.7, 0%, -1%, 4%, -0.7%, 2%
> Cc1cccc(N2C(=O)C(O)=C(C(=O)c3cccs3)C2c2ccc(F)cc2)n1 (stereo not drawn)
  5%, 3%, i, -3.0, -4%, 4%, -10%, 0.1%, -6%
> Cc1nnc(NC(=O)CSc2nc(N)c(NC(=O)c3cccs3)c(=O)[nH]2)s1
  -7%, -2%, i, -1.0, -3%, -8%, -2%, 0.0%, 6%
> COc1ccc2oc(C(=O)OCC(=O)Nc3ccc(C)c(S(=O)(=O)N4CCOCC4)c3)c(C)c2c1
  ., 10%, i, 0.1, ., -12%, ., 0.2%, -8%
> CC1CC2c3cccc(C(=O)O)c3C(=O)N2c2ccc(Cl)cc21 (stereo not drawn)
  -1%, 0%, i, -0.5, 0%, 10%, 1%, 2.2%, -3%
> CC(=O)c1cccc(NC(=O)CN(C)S(=O)(=O)c2ccccc2)c1
  6%, 5%, i, 0.4, -4%, -6%, 0%, 3.7%, 7%
> O=C(Cc1ccc(NC(=O)C2CCN(C(=O)C3CC3)CC2)cc1)Nc1cccc(C(=O)N2CCCC2)c1
  11%, 1%, i, -4.0, ., 1%, 7%, 0.1%, 11%
> C#CCOCCOCCOCCNc1nc(N2CCN(C(=O)CCCCCCCCCCNC(=O)[C@@H](CCSC)n3cc(CCO)nn3)CC2)nc(N2CCN(C(=O)CCCCCCCCCCNC(=O)[C@H]([C@@H](C)CC)n3cc(CCCCCN)nn3)CC2)n1
  ?, ?, i, 1.4, -3%, ?, ?, -3.0%, ?
> CN1CCC2CC1c1cc(-c3ccc(C(F)(F)F)cc3)ccc12 (stereo not drawn)
  -6%, 6%, i, -0.8, ., ?, -2%, 5.4%, 3%
> Cc1cc(=O)n2nc(N3CCC(C(=O)NC4CCCc5ccccc54)CC3)sc2n1 (stereo not drawn)
  16%, 3%, i, 1.1, 0%, 14%, 13%, 0.4%, -5%
> O=c1c2c3c(sc2nc2n1CCCC2)CCCCC3
  ?, -3%, i, -1.4, 0%, 8%, -4%, 2.5%, 3%
> c1ccc(Cc2nnc(SCc3nc(-c4cccs4)no3)n2-c2ccccc2)cc1
  ?, ., ., ., ., ?, -18%, 5.5%, .
> O=C(COc1ccc(S(=O)(=O)N2CCCC2)cc1Cl)NC1CC1
  -20%, -7%, i, -3.5, ?, ?, 0%, 0.1%, 4%
> COCCCn1c(SCC(=O)N2CC(=O)Nc3ccccc32)nnc1-c1ccoc1C
  -3%, -5%, i, 6.2, -2%, -1%, 4%, -0.4%, 2%
> O=C(CNC(=S)N(Cc1ccccc1Cl)C1CCCC1)NCCN1CCOCC1
  13%, -3%, i, 0.7, -1%, 6%, 0%, -0.2%, 6%
> COc1cc(NC(=O)c2ccccc2)c(OC)cc1NC(=O)CN1CCOCC1
  ?, -19%, i, 1.2, 2%, 0%, -13%, -0.2%, 23%[57.1 µM]
> Cc1cc(C)c(NC(=O)C(C)n2nc(-c3ccc(C)c(C)c3)ccc2=O)c(C)c1 (stereo not drawn)
  -16%, ., ., ., ., 2%, -4%, 0.1%, .
> CCOC(=O)c1c(CN2CCNCC2)nc2ccc(Cl)cc2c1-c1ccccc1
  4%, -5%, i, 0.7, ., 16µM*, -11%, 4.1%, 8%
> COCc1cccc(-c2csc(C(O)c3ccc(F)c(OC)c3)n2)c1 (stereo not drawn)
  ., 18%, i, -0.2, ., -10%, ., 2.8%, -9%
> Cc1ccc(Cn2c(=O)n(-c3cccc(C(F)(F)F)c3)c(=O)c3c(C)c(C)sc32)c(C)c1
  1%, ., ., ., ., 13%, -1%, -0.8%, .
> CC(C)Oc1ccc(CNS(=O)(=O)c2csc(C(N)=O)c2)cc1
  15µM*, 1%, i, -4.8, -1%, ?, 3%&-6%, -0.2%&5.5%, 4%
> CS(=O)(=O)N(CC(=O)Nc1ccccc1)Cc1ccc(Cl)cc1
  ., 5%, i, -3.6, -4%, -3%, 11%, -0.6%, -2%
> CCOC(=O)N1CCN(C(=O)Cc2ccsc2)CC1
  3%, 2%, i, -0.2, -2%, -3%, 0%, -0.6%, 13%

An excerpt from above with just Nrf2 ARE act.
SMILES	Nrf2 ARE act
Cc1cc(C)c(NC(=O)C(C)n2nc(-c3ccc(C)c(C)c3)ccc2=O)c(C)c1 (stereo not drawn)	0.1%
COCc1cccc(-c2csc(C(O)c3ccc(F)c(OC)c3)n2)c1 (stereo not drawn)	2.8%
CS(=O)(=O)N(CC(=O)Nc1ccccc1)Cc1ccc(Cl)cc1	-0.6%

Screening results deposited in PubChem BioAssay by National Center for Advancing Translational Sciences (NCATS).

This is a subset (hit frequency here may not be typical).
